# AGP1 TOR yeast: modulators of AGP1-GFP expression in yeast TOR pathway, primary screen, cell-based, multiplex flow cytometry, S. cerevisiae, MLPCN library; GFP response vs DMSO, % at 10 µM; 3 h; GFP as percent of DMSO wells; 320,000 tested, 0.02% active;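 active = GFP response relative to DMSO above a set limit, near screen average plus 3 SD, cut at about 150% in these data; inconclusive = fewer than 70 cells counted for the yeast strain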;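 note: median GFP channel fluorescence of the gated AGP1 strain per well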
# VLA-4 inh: inhibition in human VLA-4 binding assay, primary screen, VLA-4 allosteric modulator project, MLPCN library, flow cytometry, VLA-4 expressing cells | Integrin alpha-4 (Homo sapiens), P13612 | ligand binding flow cytometry | inhibition, % (about 7 µM as worked out from the volumes in the protocol) | 330,000 tested, 0.2% active; in the data active = inhibition above about 50%
# GRK2 aptamer HTS: compounds blocking aptamer binding on GRK2 – biochemical, human GRK2, bead flow cytometry, HTS, primary screen. 330,000 tested, 0.59% active. FAM-aptamer displacement from GRK2. inhibition of aptamer binding, % at 10 µM. Beta-adrenergic receptor kinase 1 (Homo sapiens), P25098;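 active = inhibition of aptamer binding above 40%, roughly 3 SD of noise, on plates passing a quality check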;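 note: median bead fluorescence of bound FAM aptamer so fluorescent compounds give negative values; no value below 0 was filed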
# MEX-5 binding: MEX-5 zinc finger RNA-binding disruptors – biochemical, C. elegans, fluorescence polarization, MLPCN library, primary screen. Zinc finger protein mex-5 (Caenorhabditis elegans), Q9XUB2. MEX-5/FITC-TCR2 RNA binding; hits give low values. activity score (negative = inhibition of binding), % at 10 µM. 300,000 tested, 0.38% active;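 active = inhibition past about -25% in most replicates, and total fluorescence under double the plate's negative control median, limit read from the data; inconclusive = replicates evenly split on the limit, or fluorescence at least double controls; inactive = too little inhibition in most replicates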;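 note: 0% = DMSO and -100% = 5 µM competing unlabeled TCR2 RNA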
# Fam108B counter: mouse Fam108B serine hydrolase inhibitors, primary screen, counter-screen for RBBP9 inhibitor project, biochemical, fluorescence polarization; recombinant Fam108B, FP-Rh probe fluorescence polarization; inhibition, % at 9.51 µM; 300,000 tested, 0.33% active;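 active = inhibition above the screen mean inhibition plus 3 SD, computed separately per campaign, cut at about 18% in these data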;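 note: inhibitors lower polarization as less probe binds the enzyme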
# GLD-1 RNA inh: GLD-1/TGE RNA complex disruptors, primary screen, biochemical, fluorescence polarization | purified GLD-1 + fluorescein TGE RNA | 320,000 tested, 0.44% active | inhibition, % at 5.96 µM | AID 2280, 2010 | Female germline-specific tumor suppressor gld-1 (Caenorhabditis elegans), Q17339;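 active = percent inhibition above a per-plate cutoff, the plate mean of test compounds plus 3 SD, cut at about 30% in these data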;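 note: 0% = DMSO wells with GLD-1 and probe and 100% = wells lacking GLD-1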
# Target sequence (Q17339 whole entry, looked up): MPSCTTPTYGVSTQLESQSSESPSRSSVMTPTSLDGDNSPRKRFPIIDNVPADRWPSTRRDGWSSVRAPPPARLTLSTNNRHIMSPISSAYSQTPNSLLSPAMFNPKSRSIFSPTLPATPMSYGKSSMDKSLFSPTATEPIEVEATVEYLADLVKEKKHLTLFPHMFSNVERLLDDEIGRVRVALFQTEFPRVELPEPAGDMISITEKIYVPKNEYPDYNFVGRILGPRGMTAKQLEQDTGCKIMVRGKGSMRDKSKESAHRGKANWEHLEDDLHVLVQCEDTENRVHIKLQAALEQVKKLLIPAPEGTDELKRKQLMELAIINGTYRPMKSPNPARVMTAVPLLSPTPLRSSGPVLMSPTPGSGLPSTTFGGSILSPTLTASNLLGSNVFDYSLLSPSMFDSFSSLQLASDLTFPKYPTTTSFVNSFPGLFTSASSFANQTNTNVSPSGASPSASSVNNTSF
# Bcl-xL primary: inhibitors of human Bcl-xL, primary screen, biochemical, fluorescence polarization, HTS; Bcl-2-like protein 1 (Homo sapiens), Q07817; inhibition, % at 10.9 µM; 320,000 tested, 0.7% active; GST-Bcl-xL / FITC-Bim BH3 peptide fluorescence polarization; AID 2129, 2009;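 active = inhibition above the mean of all tested compounds plus 3 SD, cutoff set per campaign, cut at about 30% in these data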;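 note: 0% = DMSO wells and 100% = unlabeled Bim-BH3 peptide competitor; inhibitors lower millipolarization by displacing the labeled peptide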
# Target sequence (Q07817 whole entry, looked up): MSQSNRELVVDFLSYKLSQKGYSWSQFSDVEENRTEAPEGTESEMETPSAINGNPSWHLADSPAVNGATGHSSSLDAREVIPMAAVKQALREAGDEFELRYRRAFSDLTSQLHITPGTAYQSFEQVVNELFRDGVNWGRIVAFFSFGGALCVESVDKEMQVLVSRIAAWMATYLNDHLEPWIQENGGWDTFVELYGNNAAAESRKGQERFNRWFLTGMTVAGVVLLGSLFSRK
# CIT2-GFP yeast: modulators of CIT2-GFP expression in yeast, primary screen, S. cerevisiae, GFP fusion, multiplex flow cytometry, MLPCN library | S. cerevisiae CIT2-GFP strain, 3 h; 100 means same as DMSO wells | GFP response vs DMSO, % at 10 µM | 320,000 tested, 0.065% active | AID 2029, 2009;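 active = GFP response relative to DMSO above a set limit, near the screen mean plus 3 SD, cut at about 150% in these data; inconclusive = Fewer than 70 cells measured for a yeast strain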;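 note: ratio of well median GFP fluorescence to mean of DMSO wells on the plate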
# MCL1-BIM inh: inhibitors of MCL1 binding to BIM-BH3, primary screen, biochemical, fluorescence polarization | 320,000 tested, 0.68% active | inhibition, % at 10.9 µM | AID 2057, 2009 | GST-MCL1 / FITC-Bim-BH3 fluorescence polarization | Induced myeloid leukemia cell differentiation protein Mcl-1 (Homo sapiens), Q07820;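 active = inhibition above the mean inhibition of all tested compounds plus 3 SD, set per campaign, cut at about 40% in these data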;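 note: 0% = DMSO wells and 100% = unlabeled Bim-BH3 peptide control; higher means more loss of mP so more displacement of Bim peptide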
# Target sequence (Q07820 whole entry, looked up): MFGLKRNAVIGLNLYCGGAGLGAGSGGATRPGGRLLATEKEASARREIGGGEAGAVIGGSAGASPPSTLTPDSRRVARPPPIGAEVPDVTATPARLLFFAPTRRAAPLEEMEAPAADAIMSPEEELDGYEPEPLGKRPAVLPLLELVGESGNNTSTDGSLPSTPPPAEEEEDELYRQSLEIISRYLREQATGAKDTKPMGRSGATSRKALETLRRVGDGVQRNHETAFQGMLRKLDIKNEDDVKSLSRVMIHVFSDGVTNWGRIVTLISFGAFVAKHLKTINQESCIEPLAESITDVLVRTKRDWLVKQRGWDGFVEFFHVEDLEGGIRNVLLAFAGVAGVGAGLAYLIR
# * marks the source's active call; other numbers are inactive results; ? = inconclusive; nt = no result given; [ ] = dose if it differs, or a comment.
1: COc1ccc(CCn2c(C)cc(C(=O)COC(=O)c3ccc(NC(=O)CC#N)cc3)c2C)cc1
2: CCOc1cc(C(=O)N2CCN(C/C=C/c3ccccc3)CC2)cc(OCC)c1OCC
3: O=S(=O)(Nc1ccncc1Cl)c1cc(Cl)ccc1Cl
4: CC(=O)Nc1cccc(N2C(=O)CCC2=O)c1
5: CN(C)Cc1c(C(=O)N/N=C/c2ccccc2OCc2c(F)cccc2Cl)nnn1-c1nonc1N
6: CCOC(=O)c1c(C)nc2sc3c(=O)n(-c4ccc(C(C)=O)cc4)cnc3c2c1-c1ccc(OC)cc1
7: OC[C@H]1O[C@H](OC[C@H]2O[C@H](OC[C@H]3O[C@H](O[C@]4(CO)O[C@H](CO)[C@@H](O)[C@@H]4O)[C@H](O)[C@@H](O)[C@@H]3O)[C@H](O)[C@@H](O)[C@H]2O)[C@H](O)[C@@H](O)[C@H]1O
8: CCOC(=O)CNC(=S)N(CCCN1CCN(C)CC1)Cc1cccs1
9: CCN(CC)C(=O)Cc1cc(C(=O)O)c2ccccc2n1
10: Cc1cc(NC(=O)C2CCN(C(=O)c3ccco3)CC2)ccc1Br

Screen / compound no.,1,2,3,4,5,6,7,8,9,10
AGP1 TOR yeast,92,108,97,103,95,104,89,94,96,80
VLA-4 inh,3,8,4,8,3,9,-4,15,6,-1
GRK2 aptamer HTS,0,0,0,0,0,3,1,1,29,1
MEX-5 binding,7.7,-1.1,nt,-4.9,0.0,2.2,-0.7,0.8,1.0,-3.3
Fam108B counter,-37,-7,-2,-1,-8,6,0,7,2,3
GLD-1 RNA inh,-29,2,1,-3,-2,43*,6,4,-1,12
Bcl-xL primary,-6,1,7,4,-5,31*,6,-2,6,5
CIT2-GFP yeast,89,97,100,98,90,109,86,94,92,82
MCL1-BIM inh,-42,0,5,10,0,28,2,-2,9,6

11: COCCN(C(=O)COC(=O)c1cc(C)n(-c2ccccc2)c1C)c1c(N)n(Cc2ccccc2)c(=O)[nH]c1=O
12: Cn1nc(-c2ccc(NCCO)c([N+](=O)[O-])c2)c2ccccc2c1=O
13: O=C(O)c1ccc(N/N=C/C=C/c2ccccc2[N+](=O)[O-])cc1
14: CN(C)C(=O)N1CCC(C(=O)NCC2CCCO2)CC1 (centres undefined)
15: O=[N+]([O-])c1cccc(-c2nnc3cccc(Cl)n23)c1
16: CC(C(=O)O/N=C(\N)c1cccnc1)c1ccc([N+](=O)[O-])cc1 (centres undefined)
17: COc1ccc(CCN2CCCn3c2nc2c3c(=O)[nH]c(=O)n2C)cc1OC
18: CCN1C(=O)c2cccc3c(N)ccc1c23
19: COc1ccc(OC)c(NC(=O)NCCN2CCN(c3ccccc3)CC2)c1
20: CCCN1CC(=O)N2C(c3cccc(OC)c3OC)c3[nH]c4ccccc4c3C[C@H]2C1=O (some centres undefined)

Screen / compound no.,11,12,13,14,15,16,17,18,19,20
AGP1 TOR yeast,97,104,87,98,103,87,104,100,95,102
VLA-4 inh,15,10,2,9,1,-2,11,-11,1,-4
GRK2 aptamer HTS,2,0,3,0,1,16,0,6,0,0
MEX-5 binding,0.3,-5.0,-1.8,-1.0,-0.5,-1.5,-2.7,1.2,1.5,-0.7
Fam108B counter,4,-2,1,8,0,3,nt,3,-3,3
GLD-1 RNA inh,12,3,3,8,3,2,nt,-6,-5,1
Bcl-xL primary,5,-4,2,6,3,6,nt,7,-1,1
CIT2-GFP yeast,93,100,85,104,101,94,104,95,91,107
MCL1-BIM inh,0,-8,0,7,2,-3,nt,-1,-6,0

21: CC(C)OP(=O)(c1ccc(N(C)C)cc1)C(O)c1ccc(Br)cc1 (centres undefined)
22: COc1ccc(CNC2CCN(Cc3ccccc3)CC2)cc1
23: O=C(Nc1cccc(NC(=O)c2ccc(-c3ccc(Br)cc3)o2)c1)c1ccco1
24: CCCCn1c(N)c(N(CC(C)C)C(=O)c2cc(-c3ccncc3)nc3ccccc23)c(=O)[nH]c1=O
25: COC(=O)c1ccc(C2C(Oc3ccccc3)C(=O)N2CCc2ccc(F)cc2)cc1 (centres undefined)
26: c1ccc(Cc2nnc3sc(-c4ccncc4)nn23)cc1
27: Cc1sc2ncn(CC(=O)NCCCC(=O)N3CCN(c4ccccc4F)CC3)c(=O)c2c1C
28: COCCn1c(=NC(=O)c2nc3ccccc3s2)sc2cc(S(C)(=O)=O)ccc21
29: Clc1ccsc1-c1ccc2ccccc2n1
30: CCCCn1nc(C(=O)NCC2COc3ccccc3O2)c2ccccc2c1=O (centres undefined)

Screen / compound no.,21,22,23,24,25,26,27,28,29,30
AGP1 TOR yeast,101,92,100,100,100,104,99,106,89,92
VLA-4 inh,1,0,13,-3,5,0,-4,11,-14,-29
GRK2 aptamer HTS,4,0,2,3,1,1,3,4,1,0
MEX-5 binding,2.3,1.4,3.3,-3.2,-1.1,-1.7,-0.1,2.0,-1.9,nt
Fam108B counter,-3,2,-32,0,-2,-3,0,4,-3,nt
GLD-1 RNA inh,-3,3,1,2,-1,7,-4,3,-2,2
Bcl-xL primary,0,5,-3,-2,-1,5,2,2,-2,4
CIT2-GFP yeast,100,98,90,92,100,105,97,104,97,92
MCL1-BIM inh,-8,9,-2,-9,-9,11,1,1,3,0

31: N#C/C(=C\c1cccnc1)C(=O)Nc1ccc(S(N)(=O)=O)cc1
32: CC(=O)Nc1cccc(C(=O)NNC(=O)c2n[nH]c(=O)c3ccccc23)c1
33: O=C(Nc1ccc(C(=O)OC2CCCCC2)cc1)c1ccncc1
34: Cc1cc(=O)oc2cc(NC(=O)C(C)N3C(=O)C4CCCCC4C3=O)ccc12 (centres undefined)
35: COc1ccc(C(=O)N/N=C(\C)Cn2cnc([N+](=O)[O-])n2)cc1
36: COC(=O)N/N=C/c1cccnc1
37: S=c1nc2ccccc2c2nc(-c3ccccc3Br)[nH]n12
38: Nc1ncnc2nc(SCC(=O)Nc3ccccc3F)[nH]c12
39: Cc1oc(-c2ccccc2Cl)nc1CS(=O)CC(=O)NCCc1ccccc1 (centres undefined)
40: COc1cc2ncnc(NCc3ccco3)c2cc1OC

Screen / compound no.,31,32,33,34,35,36,37,38,39,40
AGP1 TOR yeast,96,95,89,100,111,93,93,102,96,97
VLA-4 inh,-8,13,2,14,-11,0,-5,7,1,-7
GRK2 aptamer HTS,1,2,6,0,0,0,13,4,0,1
MEX-5 binding,-1.7,nt,2.8,nt,0.2,0.8,-5.1,0.6,2.4,-2.0
Fam108B counter,nt,nt,-2,nt,5,4,-8,1,2,-3
GLD-1 RNA inh,nt,2,15,0,-3,3,-9,5,10,2
Bcl-xL primary,nt,3,1,2,4,3,-9,0,7,4
CIT2-GFP yeast,88,97,86,105,108,96,83,103,100,86
MCL1-BIM inh,nt,-4,-1,-3,5,0,-16,2,4,6

41: CC(C)(CO)CN1CCC(n2nccc2NC(=O)C2CCCC2)CC1
42: CN1CCN(CC(=O)c2ccccc2F)CC1
43: Cc1cc(C)cc(N(C(=O)CCC(=O)Nc2ccccn2)C(C(=O)NC(C)C)c2ccc(O)cc2)c1 (centres undefined)
44: COC(=O)c1c(-c2snnc2C)n[nH]c1C
45: C=CCN(CC=C)C(=O)C1CC(=O)N(c2ccc(Br)cc2)C1 (centres undefined)
46: O=C(NCCN1CCCCC1)Nc1ccccc1Cl
47: COc1cccc(C2c3[nH]c4ccccc4c3C[C@H]3C(=O)N(CCCO)CC(=O)N23)c1OC (some centres undefined)
48: CCOC(=O)C1CCN(C(=O)C2CCN(S(=O)(=O)c3cc(Cl)ccc3Cl)CC2)CC1
49: CCOCCCNC(=O)CCCn1nc(C)n2c(cc3sccc32)c1=O
50: COc1ccc(Cl)cc1NC(=O)COC(=O)C(CC(C)C)N1C(=O)C2CC=CCC2C1=O (centres undefined)

Screen / compound no.,41,42,43,44,45,46,47,48,49,50
AGP1 TOR yeast,95,103,25[may fluoresce violet],101,93,95,99,98,98,90
VLA-4 inh,16,0,9,-2,0,6,1,-13,0,17
GRK2 aptamer HTS,nt,0,0,0,0,0,0,0,1,0
MEX-5 binding,-1.1,-4.0,2.7,2.1,1.0,-0.9,1.0,-1.0,-1.3,1.7
Fam108B counter,-2,-1,0,-4,0,3,-2,1,4,-4
GLD-1 RNA inh,2,7,5,5,6,3,1,1,-2,4
Bcl-xL primary,2,12,6,2,6,1,1,1,3,6
CIT2-GFP yeast,103,108,?,97,84,96,101,98,94,86
MCL1-BIM inh,9,5,0,-1,0,3,-2,7,-3,1

# Laid out differently: three of the compounds above.
item | SMILES | AGP1 TOR yeast | VLA-4 inh | GRK2 aptamer HTS | MEX-5 binding | Fam108B counter | GLD-1 RNA inh | Bcl-xL primary | CIT2-GFP yeast | MCL1-BIM inh
41 | CC(C)(CO)CN1CCC(n2nccc2NC(=O)C2CCCC2)CC1 | 95 | 16 | nt | -1.1 | -2 | 2 | 2 | 103 | 9
42 | CN1CCN(CC(=O)c2ccccc2F)CC1 | 103 | 0 | 0 | -4.0 | -1 | 7 | 12 | 108 | 5
43 | Cc1cc(C)cc(N(C(=O)CCC(=O)Nc2ccccn2)C(C(=O)NC(C)C)c2ccc(O)cc2)c1 (centres undefined) | 25[may fluoresce violet] | 9 | 0 | 2.7 | 0 | 5 | 6 | ? | 0

# The list continues:
51: CC1(C)C(=O)Nc2ccccc2N1C(=O)COc1ncnc2c(Cl)cc(Cl)cc12
52: CCn1c(CC(=O)Nc2ccccc2)n[nH]c1=S
53: CCN1C(=O)C2(C(C#N)=C(N)Oc3cc(C)oc(=O)c32)c2ccccc21 (centres undefined)
54: CC(/C=N/NC(=O)CSc1nc2ccccc2n1C)=C\c1ccco1
55: CC1CCCCN1CCNC(=O)c1ccc2c(c1)N(Cc1ccccc1)C(=O)c1ccccc1S2(=O)=O (centres undefined)
56: C/C(=N/NC(=O)CN1CCN(Cc2ccccc2Cl)CC1)c1ccncc1
57: CC1CCN(S(=O)(=O)c2cccc(C(N)=O)c2)CC1
58: CCOc1cc(N2CCOCC2)c(OCC)cc1NC(=O)CSc1ccccc1C(=O)O

Screen / compound no.,51,52,53,54,55,56,57,58
AGP1 TOR yeast,115,103,97,100,105,100,97,98
VLA-4 inh,-13,1,0,7,-2,6,1,5
GRK2 aptamer HTS,1,0,2,0,0,0,4,4
MEX-5 binding,0.4,-0.8,2.3,1.0,-3.8,3.0,1.5,nt
Fam108B counter,1,-2,-5,1,1,0,6,nt
GLD-1 RNA inh,2,-10,1,2,-2,3,5,-1
Bcl-xL primary,1,-3,6,3,3,-2,3,4
CIT2-GFP yeast,105,101,99,94,111,101,105,96
MCL1-BIM inh,4,-5,2,2,4,-1,4,8
